From PubChem
ABCG2 inh: inhibitors of human ABCG2 transporter, ABCB1 counter-screen; IgMXP3 cells, JC-1 efflux, flow cytometry; 190,000 tested, 0.1% active; AID 1325; Q9UNQ0; inhibition, % at 6.6 µM;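 active = inhibition above 80%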;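 note: 0% = DMSO and 100% = nicardipine control wells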
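Test system: ABCG2 IgMXP3 and barcoded ABCB1 CCRF-Adr cell mix; Schedule: cells with compound and JC-1, 10 min at 25 °C, rotating, no wash; Technique: flow cytometry of retained JC-1 fluorescence; Measure: % inhibition of efflux relative to nicardipine and DMSO; Controls: nicardipine high and DMSO low controls.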
Pf gametocyte: inhibitors of late stage P. falciparum gametocyte viability | P. falciparum stage V gametocytes, ATP luminescence, 24 h | inhibition, % at 10.9 µM | 150,000 tested, 0.065% active;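 active = inhibition above the mean plus 3 SD of compounds within the control limits, set per campaign, cut at about 38% in these data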;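 note: 0% = DMSO wells and 100% = medium only without gametocytes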
Cdc42 wt GTP: human Cdc42 wildtype GTP binding change, either direction | 190,000 tested, 0.2% active | GST-Cdc42 beads, Bodipy-GTP binding, flow cytometry; actives lie on both sides | P60953 | percent activity (GTP binding), % at 10 µM | AID 761;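 active = percent activity GTP binding at least 20 points away from the 100% baseline, either down as inhibitor or up as activator; inconclusive = compound flagged as likely green fluorescent from well-wide comparison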;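 note: median bead fluorescence of bound Bodipy-FL-GTP at 100 nM; 0% = excess unlabeled GTP control and 100% = no compound control; below 100% means less GTP binding so inhibitor and above means activator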
GSH bead fluor: compound fluoresces at 488/530 nm on GSH beads; GSH beads flow cytometry, compound fluorescence 488/530 nm; stronger effect = higher value; fluorescence (KMESF) at 10 µM; 190,000 tested, 0.25% active; AID 1776; in the data active = fluorescence above about 89;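 note: glutathione beads carrying GST-tagged Bcl family fusion proteins plus one bare bead set; values are compound well signal with DMSO vehicle wells as background; inactives centre near 16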
Rac1 mut GTP: human Rac1 activated mutant GTP binding change. P63000. GST-Rac1 activated beads, fluorescent GTP binding, flow cytometry; actives lie on both sides; 100% means binding = to untreated wells. percent activity (GTP binding), % at 10 µM. 190,000 tested, 0.11% active;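 active = GTP binding at least 20 percentage points away from the 100% baseline, in either direction, so actives lie on both sides; inconclusive = Compound likely fluorescent itself, or too few beads counted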
Rab7 wt modul: modulators of GTP binding to dog Rab7 wildtype GTPase | GTP binding activity (percent of control), % at 10 µM | AID 758 | 190,000 tested, 0.055% active | GST-Rab7 beads, fluorescent GTP binding, flow cytometry; actives lie on both sides; untreated = 100%, excess cold GTP = 0%;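 active = fluorescent GTP binding to Rab7 beads changed by at least 20 points from the 100% baseline, either direction, mostly lower; inconclusive = compound itself probably fluorescent, or too few beads counted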;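 note: median green fluorescence of bound Bodipy-FL-GTP per Rab7 bead population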
ABCB1 block: inhibitors of human ABCB1 transporter, ABCG2 counter-screen. AID 1326. CCRF-Adr cells, JC-1 efflux, flow cytometry. inhibition, % at 6.6 µM. 190,000 tested, 0.067% active; in the data active = inhibition above about 40%;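 note: 0% = vehicle and 100% = reference inhibitor; higher value means more JC-1 retained so stronger ABCB1 efflux block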
Target sequence (P08183 whole entry, looked up): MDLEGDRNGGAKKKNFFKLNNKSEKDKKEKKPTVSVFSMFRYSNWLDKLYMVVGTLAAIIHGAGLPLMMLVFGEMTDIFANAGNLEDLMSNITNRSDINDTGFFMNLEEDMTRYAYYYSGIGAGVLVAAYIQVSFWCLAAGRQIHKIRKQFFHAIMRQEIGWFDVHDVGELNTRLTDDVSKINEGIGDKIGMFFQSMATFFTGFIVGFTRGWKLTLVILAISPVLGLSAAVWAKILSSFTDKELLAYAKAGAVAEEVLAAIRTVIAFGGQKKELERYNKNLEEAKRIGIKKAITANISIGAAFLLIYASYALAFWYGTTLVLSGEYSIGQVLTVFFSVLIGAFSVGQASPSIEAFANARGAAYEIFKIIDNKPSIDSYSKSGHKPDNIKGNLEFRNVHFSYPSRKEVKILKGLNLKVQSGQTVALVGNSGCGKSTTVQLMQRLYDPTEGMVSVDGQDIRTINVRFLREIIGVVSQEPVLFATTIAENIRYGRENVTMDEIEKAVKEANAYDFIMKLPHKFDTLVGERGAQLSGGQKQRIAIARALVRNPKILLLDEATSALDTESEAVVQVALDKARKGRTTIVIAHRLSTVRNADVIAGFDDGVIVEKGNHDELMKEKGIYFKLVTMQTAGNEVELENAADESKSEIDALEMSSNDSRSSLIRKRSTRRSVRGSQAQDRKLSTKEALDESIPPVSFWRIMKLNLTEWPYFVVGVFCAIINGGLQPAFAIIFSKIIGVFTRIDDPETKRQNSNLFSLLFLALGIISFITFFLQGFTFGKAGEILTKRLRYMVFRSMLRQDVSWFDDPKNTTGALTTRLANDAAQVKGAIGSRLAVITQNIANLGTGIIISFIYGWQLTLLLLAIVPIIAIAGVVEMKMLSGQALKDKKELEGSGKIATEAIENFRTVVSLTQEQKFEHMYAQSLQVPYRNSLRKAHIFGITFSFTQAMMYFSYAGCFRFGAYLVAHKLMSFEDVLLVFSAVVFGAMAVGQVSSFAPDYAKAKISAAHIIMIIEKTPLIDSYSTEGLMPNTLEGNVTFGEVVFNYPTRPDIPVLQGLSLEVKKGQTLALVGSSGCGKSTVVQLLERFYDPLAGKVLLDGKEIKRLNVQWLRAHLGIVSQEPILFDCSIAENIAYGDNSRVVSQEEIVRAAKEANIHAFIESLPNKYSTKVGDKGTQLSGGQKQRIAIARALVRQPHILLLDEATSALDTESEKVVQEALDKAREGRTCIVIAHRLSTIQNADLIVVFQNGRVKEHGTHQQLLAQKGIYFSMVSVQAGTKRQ
Rab2 wt GTP: changes GTP binding to wildtype dog Rab2A, up or down | 190,000 tested, 0.19% active | GST-Rab2 wt beads, Bodipy-GTP binding, flow cytometry | GTP binding activity, % at 10 µM | AID 760 | P61105;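 active = GTP binding activity at least 20 points away from 100%, either lowered or raised; inconclusive = signal likely due to the compound's own green fluorescence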;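 note: 0% = beads with excess unlabeled GTP and 100% = no-compound control corrected for plate trend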
HRas wt GTP: human HRas wildtype GTP binding, change in either direction. GTP binding activity, % at 10 µM. 190,000 tested, 0.14% active. AID 759. GST-Ras wt beads, Bodipy-FL-GTP binding, flow cytometry; actives lie on both sides;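 active = GTP binding activity at least 20% away from the 100% baseline, either lowered as inhibitor or raised as activator; inconclusive = flagged as likely green fluorescent, judged across all proteins in the well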;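 note: 0% = unlabeled GTP competition control and 100% = no-compound control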
Rac1 wt GTP bind: alters GTP binding to wildtype human Rac1; P63000; GTP binding activity (% of control), % at 10 µM; 190,000 tested, 0.27% active; GST-Rac1 beads, fluorescent GTP binding, flow cytometry; actives lie on both sides; 0 = cold GTP competed, 100 = untreated;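 active = GTP binding activity at least 20 points away from the 100% control level, either lower or higher; inconclusive = compound flagged as likely green fluorescent, judged across all proteins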
Avidin fluor: compound fluoresces at 488/530 nm on avidin beads; AID 1775; compound fluorescence 488/530 nm, flow cytometry; stronger effect = higher value; fluorescence (KMESF) at 10 µM; 220,000 tested, 0.38% active; in the data active = fluorescence above about 47; note: inactives centre near 10
An asterisk follows results filed as active; ? = inconclusive; · = no result given.

SMILES	ABCG2 inh	Pf gametocyte	Cdc42 wt GTP	GSH bead fluor	Rac1 mut GTP	Rab7 wt modul	ABCB1 block	Rab2 wt GTP	HRas wt GTP	Rac1 wt GTP bind	Avidin fluor
CC(C(=O)Nc1ccccc1C(=O)N1CCOCC1)N(c1ccccc1)S(C)(=O)=O (stereo not given)	2	·	101	13	101	100	-0.1	101	100	105	22
CCCC(=O)C1=C(O)C(C(=O)OC)C(C)(C)CC1=Nc1ccncc1 (stereo not given)	1	-1	99	41	96	101	-0.1	97	100	107	7
Cc1nc2ccc(NC(=O)c3ccc(Cl)c([N+](=O)[O-])c3)cc2s1	0	5	98	11	99	95	0.0	97	96	99	13
Cc1cccc(N2CCN(C(=O)N3CCOCC3)CC2)c1C	3	·	97	15	96	99	-0.2	96	95	100	10
COc1ccc(S(=O)(=O)NNC(=O)c2csc(-n3nc(C)cc3C(F)(F)F)n2)cc1	31	·	110	25	104	97	1.1	102	103	109	20
Cc1nc(N)[nH]c(=O)c1CCC(=O)OCC(C)C	1	4	100	14	99	105	0.1	98	99	103	23
COCCn1c(=NC(=O)CSCC(=O)Nc2cc(C)on2)sc2cc(C(=O)OC)ccc21	-6	6	102	21	101	102	-1.4	104	101	104	12
CC(=O)c1cccc(NC(=O)c2cc3ccccn3n2)c1	2	·	96	26	97	98	0.8	97	98	97	7
O=C(CN1CCNC(=O)C1)NCCc1ccc(Cl)cc1Cl	7	21	101	21	100	98	0.6	98	99	102	7
CC(=O)Nc1ccc(Nc2ccc3nonc3c2[N+](=O)[O-])cc1	3	-5	95	15	95	94	0.1	93	95	98	12
COc1ccccc1-n1nnnc1SCC(=O)Nc1ccccn1	2	1	103	8	96	102	1.0	99	102	103	14
COc1ccc(N2CCN(C(=O)Cn3c(=O)[nH]c4ccccc4c3=O)CC2)cc1	1	·	97	58	94	96	0.1	99	98	98	25
COc1cc2c(cc1OC)CN(C(=O)CCCN1C(=O)c3ccccc3C1=O)CC2	-4	-14	98	31	97	95	-3.5	97	97	100	1
CC(=O)Nc1ccc2c(CSc3nnc(-c4cccnc4)n3-c3ccc(C)cc3C)cc(=O)oc2c1	-13	10	101	4	99	105	-1.4	100	102	104	13
CCC(=O)N1c2ccccc2[C@@H](N(C(C)=O)c2ccccc2)C[C@H]1C	2	·	102	31	100	102	1.2	100	101	103	7
COCCNc1c(-c2ccc(O)cc2)nc2ccc(Cl)cn12	44	-21	105	18	99	102	0.3	99	99	107	38
C=CCn1c(=O)c(C(=O)NCCNCC)c(O)c2ccccc21	61	·	104	27	99	95	1.2	96	99	106	38
CCC(C)[C@H](NC(=O)N1CCCC1)C(=O)O (stereo not given in full)	0	7	104	18	100	102	0.1	101	101	106	18
COc1ccc(CCNC(=S)Nc2cccc(C)c2)cc1	0	·	101	25	99	100	-0.1	101	101	105	26
CCOC(=O)N1CCC(N2Cc3cccc(C(=O)Nc4ccc(OC)c(OC)c4)c3C2=O)CC1	5	·	?	19	?	?	8.1	?	?	?	3
COC(=O)c1c(NC(=O)CN2CCN(c3ccccc3OC)CC2)c2c(C)cccc2n1C	2	·	101	41	99	98	0.9	100	101	104	4
CC1=C(C(=O)OCc2ccc3c(c2)OCO3)C(c2ccccc2)NC(=O)N1 (stereo not given)	1	·	100	18	99	99	0.5	100	100	102	7
O=C(CCn1c(=O)c2sccc2n(Cc2cc(=O)n3ccccc3n2)c1=O)NCc1ccco1	2	2	94	44	95	92	0.0	94	94	91	4
Cn1cc([N+](=O)[O-])c(C(=O)N/N=C/c2ccccc2)n1	28	·	102	26	99	103	1.5	100	97	103	8
CCCOc1ccc(C(=O)NCC(C)(C)N2CCOCC2)cc1	1	20	99	29	98	106	0.3	98	99	101	25
C=CCNC(=S)NCC1COc2ccccc2O1 (stereo not given)	3	17	102	10	102	101	0.0	100	103	105	6
O=C(CSc1ncccn1)N1CCC(Cc2ccccc2)CC1	1	·	99	20	97	103	-0.4	96	96	95	10
CN1C(=O)CSC1=NC12CC3CC(CC(C3)C1)C2	1	·	102	6	98	103	0.2	102	102	108	11
NC(=O)C1CCN(c2nc(-c3ccccc3)nc3c2oc2ccccc23)CC1	0	·	105	7	101	102	0.1	101	102	104	7
Cn1c(SC/C=C/c2ccccc2)nnc1-c1cnccn1	4	·	103	13	99	99	0.8	100	104	107	11
Cc1cc(C)nc(SCCC(=O)Nc2ccc(F)cc2)n1	3	25	92	9	94	103	0.3	100	99	96	24
Cc1nc(-c2cccc(-c3noc(C)n3)c2)no1	4	·	91	57	92	96	0.1	91	88	86	9
CSc1ccc(/C=N/NC(=O)c2ccccc2Cl)cc1	18	3	96	11	98	99	0.4	97	99	97	10
CC(=O)NN1C(=O)/C(=C\c2ccc(Br)o2)SC1=S	10	10	94	24	98	92	4.1	98	95	97	3
COc1ccccc1N1C(=O)C2CC=CC(C)C2C1=O (stereo not given)	3	·	106	38	99	102	0.1	101	101	107	10
CSC(=O)CC(=O)NC(=O)c1ccccc1	-1	2	101	4	100	99	-0.4	101	99	105	6
O=C(Nc1c(C(=O)N2CCOCC2)cnn1-c1ccccc1)c1ccccc1	3	11	103	10	100	95	0.5	98	99	103	18
O=c1[nH]cc(S(=O)(=O)c2ccccc2)[nH]1	5	·	?	25	?	?	0.4	?	?	?	10
CCc1nnc(NC(=O)C2CCCN2C(=O)Nc2ccccc2OC)s1 (stereo not given)	0	·	107	22	100	100	0.2	101	105	101	14
CCCC(=O)C1=C(N2CCCCC2)CC(C)(C)C(C(=O)OC)C1=O (stereo not given)	2	5	95	21	96	104	0.5	99	97	98	11
O=C(CNC(=O)c1cccc(OC(F)F)c1)OCc1cc(=O)n2cc(Br)ccc2n1	4	-24	101	10	97	99	0.2	101	100	101	5
CCOc1cc(N2CCOCC2)c(OCC)cc1NC(=O)C1=NN(c2cccc(C)c2)C(=O)CC1	46	-38	95	12	94	95	4.8	97	98	100	13
COc1ccc(C(=O)COC(=O)C(C(C)C)N2C(=O)C3C4C=CC(C4)C3C2=O)cc1 (stereo not given)	0	·	98	44	96	94	0.4	95	95	97	0
COC(=O)[C@H](CCSC)NC(=O)NCc1cccs1	2	0	104	27	97	96	0.4	98	100	105	11
O=C(COC(=O)C1(c2ccc(F)cc2)CCCC1)N1CCOCC1	4	·	101	61	98	100	0.5	100	101	100	5
Nc1ccc[n+](Cc2ccccn2)c1	0	11	100	41	100	102	-0.1	102	102	104	33
CCCCn1c(CNC(=O)c2cccs2)nc2ccccc21	-1	·	103	17	99	105	-0.9	102	104	108	7
COCCNC(=O)c1ccccc1NC(=O)c1ccc(Cl)c(S(=O)(=O)Nc2ccc(C)cc2C)c1	10	·	94	31	91	93	3.9	93	93	92	15

Arranged by molecular weight (low to high): part of the list above
SMILES	ABCG2 inh	Pf gametocyte	Cdc42 wt GTP	GSH bead fluor	Rac1 mut GTP	Rab7 wt modul	ABCB1 block	Rab2 wt GTP	HRas wt GTP	Rac1 wt GTP bind	Avidin fluor
Cc1nc(-c2cccc(-c3noc(C)n3)c2)no1	4	·	91	57	92	96	0.1	91	88	86	9
Cn1cc([N+](=O)[O-])c(C(=O)N/N=C/c2ccccc2)n1	28	·	102	26	99	103	1.5	100	97	103	8
COc1ccc(N2CCN(C(=O)Cn3c(=O)[nH]c4ccccc4c3=O)CC2)cc1	1	·	97	58	94	96	0.1	99	98	98	25

(next part)
SMILES	ABCG2 inh	Pf gametocyte	Cdc42 wt GTP	GSH bead fluor	Rac1 mut GTP	Rab7 wt modul	ABCB1 block	Rab2 wt GTP	HRas wt GTP	Rac1 wt GTP bind	Avidin fluor
Cc1ccc(CN2CCN(CC(=O)N=Nc3c(O)[nH]c4ccccc34)CC2)cc1	1	·	102	18	103	98	0.3	100	100	103	11
O=C(CN(c1ccccc1)S(=O)(=O)c1ccccc1)NCCSCc1ccco1	4	-21	104	11	99	105	1.9	104	105	102	13
COC(=O)c1cc2ccsc2n1CC(=O)NCC1CCCO1 (stereo not given)	0	26	101	20	100	98	0.0	102	102	98	13
Cc1ccc(O)c(C(=O)c2cc(C#N)c(=O)n(-c3c(C)n(C)n(-c4ccccc4)c3=O)c2)c1	-3	1	103	21	101	96	-2.7	101	103	101	15
Cn1nc(C(=O)OCCN2C(=O)c3ccccc3C2=O)c2ccccc2c1=O	5	·	107	37	102	102	2.3	104	105	117	9
CCOc1ccccc1N(C)C(=O)c1nn(-c2ccc(OC)cc2OC)c(=O)c2ccccc12	3	-7	100	20	96	97	0.4	98	98	106	12
Cc1ccc(N=Nc2c(N)nn3c(C)cc(C)nc23)cc1	-6	-36	95	8	95	100	-0.9	95	94	91	3
CCOc1cc(C2C(C(=O)c3ccco3)=C(O)C(=O)N2CCc2ccccc2)ccc1O (stereo not given)	4	·	100	26	96	96	1.1	98	100	96	11
COc1cccc(-c2nnc(Nc3nc4c(F)cccc4s3)o2)c1	-10	·	98	20	94	100	-1.7	95	96	103	35
COC(=O)c1sc(S(=O)(=O)N2CCN(c3ccc(OC)cc3)CC2)c(C(=O)OC)c1C	2	13	102	41	98	98	0.8	101	101	103	6
COc1ccc(CNC(=O)C(c2ccco2)N(C(=O)Cc2cccs2)c2cccnc2)cc1 (stereo not given)	15	-8	95	9	95	94	2.2	95	96	95	8
CCS(=O)(=O)c1nc(S(=O)(=O)c2ccc(Cl)cc2)c(NCc2ccco2)s1	-1	·	103	21	99	101	-0.2	101	100	104	14
Cc1ccc(Cn2ccc(NC(=O)c3noc4c3CCc3ccccc3-4)n2)cc1	6	-2	103	16	98	97	0.8	100	102	103	34
Cc1nnc(SC(C)C(=O)NC2CCCc3ccccc32)n1-c1ccccc1 (stereo not given)	-2	0	98	15	97	99	0.8	99	100	103	24
CCOC(=O)c1nn(-c2ccc(C)c(C)c2)c(=O)c2c(N)scc12	44	·	98	34	94	99	2.1	98	98	101	11
O=C(CCN1C(=O)c2ccccc2C1=O)NCCC1=CCCCC1	1	·	97	16	99	92	0.1	98	97	102	15
CCOC(=O)c1cnc(SCc2nc(N)nc(Nc3ccc(F)cc3)n2)nc1N	1	0	103	23	99	101	0.2	101	100	100	16
N#Cc1nc(Cc2ccccc2)oc1NCc1ccccc1	3	7	100	14	99	100	0.4	100	99	105	3
CCc1cccc(CC)c1NC(=O)CSc1nc2ccc(N3C(=O)C4C5C=CC(C5)C4C3=O)cc2s1 (stereo not given)	4	·	97	18	98	101	2.7	98	99	95	7
CCNc1ccc(C(=O)OCC(=O)NCCN2C(=O)CSC2=O)cc1[N+](=O)[O-]	3	-5	93	16	98	95	0.4	99	95	95	10
